# M. tuberculosis = growth inhibition of non-replicating M. tuberculosis (AID 488890). Mycobacterium tuberculosis non-replicating, growth inhibition; higher % means a stronger effect. one-dose inhibition, % at 25 µM; IC50 in µM for titrated hits. 320,000 compounds, 0.39% hits; in the data active means a potency from the dose series; inconclusive means inhibition mostly from about 82% at the one dose, without a potency; inactive means the rest, 99 in 100 with inhibition below about 76%;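 further: plate controls were DMSO cells for no effect and high antibiotic wells for full effect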
# PhoP GFP inhibition = PhoP regulon inhibitors, Salmonella typhi PhoP promoter GFP reporter, confirmatory (AID 1850). Salmonella Typhi PhoP-promoter GFP reporter, fluorescence, 4 h; higher % means a stronger effect. inhibition, % at 50 µM, or IC50 in µM where a hit was titrated. 310,000 compounds, 0.33% hits; in the data active means a potency from the dose series; inconclusive means inhibition mostly from about 25% at the one dose, without a potency; inactive means the rest, 99 in 100 with inhibition below about 19%;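 further: 0% = induced wells with vehicle and 100% = uninduced wells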
# inhibitors of VEEV = inhibitors of VEEV TC-83 cytopathic effect, confirmation, Vero cells (AID 588727). Vero cells, VEEV TC-83 cytopathic effect inhibition; higher % means a stronger effect. one-dose inhibition, % at 20 µM; IC50 in µM for titrated hits. 350,000 compounds, 0.13% hits; in the data active means a potency from the dose series; inconclusive means inhibition mostly from about 14% at the one dose, without a potency; inactive means the rest, 99 in 100 with inhibition below about 12%; further: strong numbers were not always called active
# H37Rv inhibition = M. tuberculosis growth inhibition, HTS (AID 449762); M. tuberculosis H37Rv growth inhibition, 7H9 media; higher % means a stronger effect; inhibition, % at 25 µM, or IC50 in µM where a hit was titrated; 330,000 compounds, 0.59% hits; in the data active means a potency from the dose series; inconclusive means inhibition above about 70% without an active follow-up result;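 further: bacterial growth assessed after seven days of incubation; strong numbers were not always called active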
# H1N1 NS1A inhibition = H1N1 influenza NS1A inhibitors, functional cell based assay (AID 504329); one-dose inhibition, % at 12.5 µM; IC50 in µM for titrated hits; 340,000 compounds, 0.3% hits; NS1A functional cell-based assay, percent inhibition; higher % means a stronger effect; in the data active means a potency from the dose series; inconclusive means inhibition above about 27% without an active follow-up result; further: strong numbers were not always called active
# inhibitors of VEEV 10K pilot screen = further read-out of inhibitors of VEEV, marked with its call; inhibition, %; measured here: 10K pilot screen inhibition
# * = called active by the depositor; i = inactive; ? = inconclusive; / = no result given.
SMILES,M. tuberculosis,PhoP GFP inhibition,inhibitors of VEEV,H37Rv inhibition,H1N1 NS1A inhibition,others
CCOC(=O)c1sc(NC(=O)CN2C(=O)NC3(CC(C)CC(C)(C)C3)C2=O)cc1C (stereo not drawn),18%,3%,0.7%,21µM*,-1%,
O=C(O)C1CCN(C(=O)c2ccccc2Cl)CC1,-7%,-7%,1.2%,-6%,-5%,
O=C(/C=C/c1ccc(Cl)cc1Cl)N(Cc1ccccc1)C1CCS(=O)(=O)C1 (stereo not drawn),27%,-6%,8.6%,6%,-7%,
C=CCOc1ccc(C2c3c(oc4ccccc4c3=O)C(=O)N2CCCN2CCOCC2)cc1 (stereo not drawn),0%,-1%,3.8%,-8%,21%,inhibitors of VEEV 10K pilot screen=0.7
Cc1cc(C)n(-c2ccc(C(=O)NCc3ccc(F)cc3)cc2)n1,-3%,-9%,0.6%,12%,-7%,
O=C(c1cc(-c2ccc(Cl)cc2Cl)on1)N1CCN(C(=O)c2ccco2)CC1,32%,-11%,1.8%,-1%,1%,
Nc1nc(NCCN2CCOCC2)nc(NCc2ccccc2)c1[N+](=O)[O-],-5%,1%,7.3%,-2%,-1%,
O=C(NCc1ccccc1)c1c[nH]c2cc3c(cc2c1=O)OCCO3,11%,-12%,i,-3%,-17%,
CN1C(C(=O)Nc2cccc(O)c2)=CC(c2cccs2)=NS1(=O)=O,12%,-2%,2.5%,0%,8%,
Cc1ccc(NC(=O)CSc2nc3ccccc3nc2N2CCOCC2)c(C)c1,4%,-5%,3.0%,-10%,-1%,
CCC(=O)N1CCc2cc(S(=O)(=O)NC(CC(C)C)C(=O)N3CCc4ccccc43)ccc21 (stereo not drawn),-5%,-10%,i,-6%,0%,
Cc1ccc(C(=O)NCc2ccco2)cc1Br,70%,-2%,1.5%,2%,6%,
CCOC(=O)c1cc(-c2ccc3c(c2)OCCO3)n[nH]1,31%,-10%,4.2%,-2%,5%,
O=C(c1ccccc1)c1cn(CC(=O)N2CCCc3ccccc32)c2ccccc12,14%,-8%,i,-2%,0%,
COc1ccc(OC)c(C(=O)c2coc3ccc(OC)cc23)c1,32%,0%,2.0%,0%,-12%,
Cc1cccc(NC(=O)CSCc2cc(=O)n3nc(C4CC4)sc3n2)c1,8%,4%,0.4%,1%,-4%,
COc1ccc(NC(=S)N2CCN(C(=O)c3ccccc3)CC2)cc1,-3%,-1%,1.7%,-1%,-18%,
CN(C)/C(CN1CCOCC1)=C1\N=C(c2ccccc2)OC1=O,-3%,-9%,i,-12%,4%,inhibitors of VEEV 10K pilot screen=1.4
COc1ccc(NC(=O)C(=O)NCC(c2ccco2)N2CCc3ccccc3C2)cc1 (stereo not drawn),20%,-1%,1.9%,94%,-15%,
Cc1ccc(C)c(NC(=O)CN(C)S(=O)(=O)c2cccc3cccnc23)c1,-14%,13%,1.9%,-5%,-15%,

# Two successive records already listed:
SMILES,M. tuberculosis,PhoP GFP inhibition,inhibitors of VEEV,H37Rv inhibition,H1N1 NS1A inhibition,others
CCOC(=O)c1cc(-c2ccc3c(c2)OCCO3)n[nH]1,31%,-10%,4.2%,-2%,5%,
O=C(c1ccccc1)c1cn(CC(=O)N2CCCc3ccccc32)c2ccccc12,14%,-8%,i,-2%,0%,

# Remaining list, next part
SMILES,M. tuberculosis,PhoP GFP inhibition,inhibitors of VEEV,H37Rv inhibition,H1N1 NS1A inhibition,others
OCCC1CN(Cc2cnc(N3CCCC3)s2)CCN1Cc1ccccc1 (stereo not drawn),-10%,-8%,0.8%,6%,0%,
C[C@@H]1NCCc2cc(O)c(O)cc21,-4%,-7%,i,3%,3%,
COc1cc2c(cc1OC)CN(C(=O)c1cc(S(=O)(=O)N3CCOCC3)ccc1Cl)CC2,23%,21%,6.5%,-8%,-2%,
COc1ccc(S(=O)(=O)N(CC(N)=O)C2CCCCC2)cc1Cl,-1%,3%,0.5%,2%,-5%,
Cc1ccc(-n2c(O)c(/C=N/N3CCCCC3c3cccnc3)c(=O)[nH]c2=S)cc1 (stereo not drawn),22%,-9%,0.0%,-3%,-17%,
CCc1cc2c(=O)oc(-c3ccc(F)cc3)nc2s1,?,-7%,2.9%,69%,-7%,
Cn1c(=O)[nH]c(=O)c2c1nc(CN1CCOCC1)n2Cc1ccc(F)cc1,/,/,3.5%,-1%,23%,
CN(C)CCNC(=O)Nc1ccc([N+](=O)[O-])cc1,5%,6%,0.7%,-6%,-11%,
O=S(=O)(c1cccc(Cn2nnc(-c3ccccc3)n2)c1)N1CCOCC1,14%,/,6.1%,6%,-8%,
Cc1ccc(-n2nnnc2SCC(=O)Nc2ccc(N3CCN(C)CC3)cc2)c(C)c1,?,-6%,i,44%,2%,
CN(C(=O)Cn1c(=O)oc2ccccc21)C1CCCCC1,-7%,/,5.5%,-9%,-1%,
CN(C(=O)COc1cc(=O)n(C)c2ccccc12)c1ccc(Cl)cc1,30%,6%,4.6%,-7%,4%,
Cc1ccc2c(c1)N(CC(=O)NCCCN1CCCCC1C)C(=O)c1cccnc1O2 (stereo not drawn),-3%,-10%,i,-3%,7%,
O=C(CCc1nnc(Cc2ccc3c(c2)OCO3)o1)N(CC1CCC1)CC1CCCO1 (stereo not drawn),-2%,5%,i,-2%,10%,
O=C(CN1C(=O)S/C(=C/c2cccs2)C1=O)N1CCOCC1,-1%,4%,1.0%,-4%,4%,
COc1cc(Cl)c(C)cc1NC(=S)NN,78%,5%,3.2%,3%,-6%,
COc1ccc(S(=O)(=O)N2CCN(C(=O)C3CC3)CC2)cc1Br,-5%,/,0.1%,-1%,-3%,
CCOC(=O)c1c(-n2c(C)cc(C=C3C(=O)NC(=O)NC3=O)c2C)sc2c1CCCC2,20%,-24%,i,-6%,1%,
COc1ccccc1-c1nnc(SCC(=O)NNC(=O)c2ccccc2F)n1C,-11%,/,0.2%,-5%,-9%,
Cc1ccnc(N2CCCC(C(=O)Nc3nnc(C)s3)C2)n1 (stereo not drawn),0%,0%,3.6%,-3%,-2%,

# 4 entries drawn at random from the list so far, as already listed:
SMILES,M. tuberculosis,PhoP GFP inhibition,inhibitors of VEEV,H37Rv inhibition,H1N1 NS1A inhibition,others
CCc1cc2c(=O)oc(-c3ccc(F)cc3)nc2s1,?,-7%,2.9%,69%,-7%,
Cc1ccnc(N2CCCC(C(=O)Nc3nnc(C)s3)C2)n1 (stereo not drawn),0%,0%,3.6%,-3%,-2%,
Cc1ccc(C)c(NC(=O)CN(C)S(=O)(=O)c2cccc3cccnc23)c1,-14%,13%,1.9%,-5%,-15%,
CN1C(C(=O)Nc2cccc(O)c2)=CC(c2cccs2)=NS1(=O)=O,12%,-2%,2.5%,0%,8%,

# More entries:
SMILES,M. tuberculosis,PhoP GFP inhibition,inhibitors of VEEV,H37Rv inhibition,H1N1 NS1A inhibition,others
COCCN(CC(=O)Nc1cccc(C)c1C)C(=O)c1cc(S(=O)(=O)N2CCCC2)ccc1C,3%,/,0.6%,10%,-5%,
CCNS(=O)(=O)c1ccc(CCC(=O)NCc2ccccn2)cc1,-16%,-3%,0.3%,3%,4%,
CC1CCCCC12NC(=O)N(CC(=O)N1CCN(c3ccccc3)CC1)C2=O (stereo not drawn),3%,/,1.9%,5%,-4%,
Cc1nn(Cc2ccc([N+](=O)[O-])cc2)c(=O)n1-c1ccccc1,-5%,-3%,1.7%,-8%,-4%,
CC(C)=CC(=O)OCC(=O)Nc1nc(C)c(Cl)cc1Cl,64%,13%,1.4%,-4%,4%,
Cc1ccc(NC(=O)c2cc(S(=O)(=O)N3CCOCC3)c(Br)s2)cc1,32%,-9%,7.9%,-5%,4%,
CCOC(=O)c1ccc(NCc2ccc(N(C)C)cc2)cc1,36%,0%,2.8%,?,11%,
CCN(CC(=O)Nc1c(F)cccc1F)C(=O)c1nc2nccc(C)n2n1,-20%,/,1.3%,4%,-12%,
COc1ccc(NC(=S)N2CCN(C(=O)c3ccco3)CC2)cc1,-18%,2%,i,4%,-8%,
O=C(NCc1ccco1)c1ccc(Cl)c(S(=O)(=O)N2CCc3ccccc32)c1,15%,-3%,8.4%,-10%,0%,
Cc1cc(C)nc(NC(=O)CSc2ncccn2)n1,-6%,4%,/,-1%,/,
CC(=O)/C(C(=N)N1CCN(C(c2ccccc2)c2ccccc2)CC1)=C(\C)O,16%,-16%,i,4%,5%,
COC(=O)c1ccccc1NC(=S)N1CCN(c2ccccn2)CC1,25%,-2%,2.7%,-10%,9%,
FC(F)(F)c1ccc(C2Nc3cccc4cccc(c34)N2)cc1,/,/,6.0%,/,20%,
CC(=O)/C(=C/c1ccccc1)C(=O)Nc1ccccc1C,69%,-11%,?,1%,-16%,
CN(CC(CC(=O)Nc1nncs1)c1ccccc1)S(=O)(=O)c1ccccc1 (stereo not drawn),34%,-17%,0.3%,-8%,3%,
O=C(CN(CCc1ccccc1)C(=O)c1csnn1)NCc1ccc(F)cc1,-3%,2%,0.2%,-2%,4%,
CCn1c(SCC(=O)N/N=C/C(C)=C/c2ccco2)nnc1-c1ccccc1,52%,11%,1.2%,-3%,0%,
CC1(O)C(=O)C=C2C=C(C3CC3)OC=C2C1=O (stereo not drawn),-1%,3%,/,-6%,/,
NC(N)=NS(=O)(=O)c1ccc(NC(=S)NC(=O)c2ccc(Br)cc2)cc1,2%,10%,1.6%,4%,-3%,
N#Cc1ccc(C(=O)Nc2cc(S(=O)(=O)Nc3ccc(Cl)cc3)ccc2N2CCCCC2)cc1,25%,-6%,1.9%,3%,3%,
c1cncc(-c2ccc3ncnc(NCc4ccc5c(c4)OCO5)c3c2)c1,19%,/,10%,6%,7%,
Cc1ccc(NNC(=O)C2CCC2)cc1C,65%,6%,0.5%,?,-17%,
CCN(CC)C(=O)Oc1ccc(Br)c2ccccc12,53%,-4%,0.1%,8%,-7%,
Cc1ccc(-c2c(C)sc(NC(=O)C3C4CCC(O4)C3C(=O)O)c2C(=O)OC(C)C)cc1 (stereo not drawn),32%,-2%,0.1%,-5%,-14%,
CCN(C(=O)COC(=O)c1cccc(S(=O)(=O)N2CCOCC2)c1)C1CCS(=O)(=O)C1 (stereo not drawn),/,5%,1.6%,-6%,-3%,
Clc1ccc(-n2c(SC/C=C/c3ccccc3)nnc2-c2cccnc2)cc1,13%,0%,i,19%,1%,
CC(=O)N1c2c(cc(Br)cc2S(=O)(=O)NCc2ccc(C)cc2)CC1C (stereo not drawn),-5%,-5%,i,5%,-6%,
CC1CC(=O)N(CC(=O)Nc2ccc(Br)cc2)c2ccccc2S1(=O)=O (stereo not drawn),1%,-3%,2.3%,4%,6%,
c1ccc(-c2nc(CSc3nnnn3-c3ccccc3)cs2)cc1,25%,4%,i,-10%,-5%,
O=C1CCN(S(=O)(=O)c2ccccc2)N1,-2%,2%,4.0%,-2%,-1%,
O=C(CCC(=O)N/N=C/c1ccco1)N/N=C/c1ccco1,-10%,-1%,1.3%,4%,/,
Cc1ccc(C2CCN(C(=S)NC(C)(C)C)C2)cc1 (stereo not drawn),77%,21%,?,4%,-3%,
Cc1cc(C(C)(C)C)oc1C(=O)N(CC(=O)NC1CCCC1)Cc1ccc(F)cc1,-2%,-4%,i,-3%,6%,
COc1ccc(CN=C(C#N)C2=C(O)c3ccccc3C2=O)cc1,8.6µM*,-12%,i,8%,6%,
CC(=O)c1cccc(N(CC(=O)NC2CCCCC2)C(=O)c2csnn2)c1,-10%,8%,i,-2%,-16%,
C/C(=N\NS(=O)(=O)c1ccc(Cl)c([N+](=O)[O-])c1)c1ccc(C)o1,3%,-1%,2.5%,-11%,3%,
CCN(CC)CCNc1ncnc2c1sc1nc(N3CCOCC3)c3c(c12)CCCC3,78%,2%,3.8%,14%,22%,
CCOCCCNC(=O)c1ccc(NC(C)=O)cc1,8%,-9%,1.0%,-5%,0%,
CCOc1ccc(C(=O)Nc2nnc(NC(=S)Nc3ccccc3)s2)cc1,20%,3%,1.5%,-7%,13%,
Cc1cc2ccccc2c(=O)n1CC(=O)Nc1ccc2c(c1)OCCO2,-7%,0%,0.8%,-6%,-7%,
COc1ccc(-c2cc(C#N)nc(N3CCN(c4ccccc4)CC3)n2)cc1,7%,4%,i,9%,-5%,
CCCCNC(=O)c1ccccc1C(=O)NC1(C(=O)NCCCC)CCCC1,/,/,1.2%,/,6%,
C#Cc1ccc([C@H]2C=C(C(=O)N3CCOCC3)O[C@@H](OCC)[C@@H]2CCCO)cc1,17%,-9%,2.4%,-5%,3%,
Cn1cc(CCC(=O)N2CCCC(Nc3ccc(F)cc3)C2)cn1 (stereo not drawn),-11%,-4%,7.9%,1%,-1%,
CC(=O)c1c(C)[nH]c(C(=O)Nc2cccc(S(=O)(=O)N3CCCC3)c2)c1C,0%,/,9.0%,5%,2%,

# High-throughput results (PubChem)
